# Autophagy mod = autophagy modulators in MEF cells, primary screen, imaging, high-content, MEF GFP-LC3; MEF GFP-LC3 puncta imaging; test concentration mostly 10 µM; calls only at 10 µM (by protocol); actives 0.98% (n = 190,000); AID 463193, 2010;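 active = percentage of spot-positive cells more than 3 SD above its plate mean, without a fluorescence outlier flag or 80% toxicity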;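 note: spot-positive cell cutoff set from DMSO-treated cells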
# Salmonella PhoP GFP = inhibitors of PhoP regulon expression, primary screen, Salmonella Typhimurium, GFP reporter (AID 1863). S. Typhimurium PhoP-regulated promoter GFP reporter, 4 h; higher % means a stronger effect. inhibition, % at 50 µM; hits with a dose series show IC50 in µM. actives 0.16% (n = 300,000);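 active = inhibition over 29.93%, a cutoff 3 SD above the screen mean, later confirmed by dose response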;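 note: 0% = low Mg2+ inducing control and 100% = high Mg2+ repressing control; strong numbers were not always called active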
# Hep lipid drop = inhibitors of hepatocyte lipid droplet formation, primary screen, imaging, high-throughput imaging, BODIPY stain; AML12 mouse hepatocytes, oleate lipid droplets; inhibition, % at 6.5 µM; AID 1656, 2009; actives 0.4% (n = 240,000);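 active = lipid droplet intensity inhibited by at least 50%, with more than 500 cells counted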
#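 Assay system: AML12 mouse liver cells | Compound dosing: One dose, 6.5 µM compound | Read-out basis: Droplet intensity reduction, % inhibition | Measured by: Fluorescence imaging, 20x objective, two fields per well | Schedule: Overnight treatment with compound plus oleate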
# CSM14.1 death rescue = rescue of cells from ER stress-induced death, primary screen, 384-well, CSM14.1, thapsigargin, ATP luminescence (AID 1222); CSM14.1 thapsigargin-induced death rescue, ATP luminescence; higher % means a stronger effect; one-dose cellular ATP content (survival), % at 20 µM; EC50 in µM for titrated hits; 190,000 tested, under 10 active;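 active = EC50 below 50 µM in the dose-response confirmation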;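 note: death triggered by thapsigargin at about 15 µM added after 2 h compound pretreatment; cell ATP read after overnight thapsigargin exposure of roughly 18 to 22 hours; normalized against plate controls of thapsigargin alone and 5% DMSO vehicle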
# Insulin prom up = insulin promoter activators in MIN6 cells, imaging, high-content screening, mouse beta cells; MIN6 insulin promoter-GFP reporter; stronger effect = higher value; z-score at 5 µM; actives 0.3% (n = 190,000); AID 1625, 2009;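 active = z-score above 3 at 5 µM with at least 500 cells counted in the well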
# Dynein transport = inhibitors of GR-EGFP nuclear translocation, primary screen, dynein cargo transport inhibitor project, imaging, high-content, 3617.4 mouse cells | test concentration mostly 20 µM; stimulated with dexamethasone, 1 µM; stronger effect = lower value | z-score, hits read low | actives 0.47% (n = 220,000);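 active = plate z-score of nuclear minus cytoplasmic receptor signal below a set negative limit, without overly bright fluorescence or cell loss, cut at about -3.5 in these data, passing the limit was not always enough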;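 note: z-score of nuclear minus cytoplasmic ring GR-EGFP intensity difference per well; some compounds called inactive have numbers as strong as hits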
#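 Medium: Induction medium lacking tetracycline, stripped serum | Probe or stimulus: 1.0 µM final dexamethasone stimulus | Schedule: 48 h induction, then 1 h compound, then 30 min agonist, 37 °C | Signal: Automated 10x imaging of fixed Hoechst-stained cells | Evaluation: Per-cell GR-EGFP intensity, nucleus versus surrounding cytoplasmic ring, well-averaged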
# T cell HTS = modulators of CD8 T cell-vesicle binding, primary screen, mouse 2C CD8+ T cells, flow cytometry. 2C CD8+ T cell-vesicle binding; stronger effect = lower value. calls only at 7 µM. actives 0.068% (n = 330,000). AID 2052, 2009;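 active = response, share of CD8 T cells binding vesicles, and their 90th percentile fluorescence all below set limits, cut at about 80% in these data, passing the limit was not always enough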
#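 Benchmarks: naked versus QL9-loaded vesicles / Assay system: purified 2C TCR transgenic mouse naive CD8+ T cells / Technique: high-throughput flow cytometry with anti-B7-1 and anti-CD8 staining / Timing: Cell–vesicle co-incubation 1.5 h at 37 °C, staining 20 min on ice / Read-out: percent CD8+ FL2 mean versus row control / Probe or stimulus: QL9-loaded Drosophila micro-vesicles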
# bCat nuc transl = modulators of beta-catenin nuclear translocation, primary screen, imaging, HeLa cells, immunofluorescence, high-content; nuclear translocation activity, % at 5 µM; actives 0.3% (n = 190,000);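 active = nuclear translocation activity above 50% at 5 µM, with a well cell count of 50 or more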;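 note: per-cell ratio of nuclear to cytoplasmic median beta-catenin stain intensity; plate controls were DMSO negative control for no effect and GSK-3 inhibitor IX positive control for full effect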
#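 assay system = human HeLa cells, endogenous beta-catenin | times = compound treatment 24 h, 37°C, 5% CO2 | detection = Anti-beta-catenin immunofluorescence on PFA-fixed, Triton-permeabilized cells, DAPI nuclei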
# MT stabilize HCS = microtubule stabilizers in HeLa cells, primary screen, imaging, high-content imaging | HeLa tubulin immunostaining HCS, 24 h; share of cells brighter than vehicle mean+2SD | % tubulin-high responders, % at 10 µM | actives 0.83% (n = 200,000) | AID 2205, 2009;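 active = plate Z-score above 3 for both tubulin-high and condensed-nucleus cell shares, with cell loss under 80%, at 10 µM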;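 note: anti alpha tubulin signal scored within the nucleus-defined area of each cell; some results filed as inactive read as strong as hits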
# Dynein transport cytoplasmic EGFP = second read-out of Dynein transport, no call of its own (marks repeat the call); z-score; measured here: cytoplasmic GR-EGFP intensity; stronger effect = higher value
# Dynein transport nuclear GR-EGFP = further read-out of Dynein transport, marked with its call; z-score; measured here: nuclear GR-EGFP intensity;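 lower value marks the stronger effect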
# Dynein transport cell count = further read-out of Dynein transport, marked with its call; z-score; measured here: cell count per field
# Insulin prom up cell count = recorded beside Insulin prom up, whose call it bears; cell count; measured here: cytotoxicity, nuclei count;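 total cells summed across four imaged fields per well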
# Hep lipid drop cells 6.5 µM = also measured in Hep lipid drop; calls as there; cell count; measured here: cell count, cytotoxicity flag;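 cells counted across two imaged fields per well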
# bCat nuc transl cell count 5 µM = further read-out of bCat nuc transl, marked with its call; cell count; measured here: cell count, cytotoxicity flag
# T cell HTS vesicle-bound % = further read-out of T cell HTS, marked with its call; double positive events, %; measured here: CD8+ vesicle-bound cell fraction;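 binding gate set so that unloaded-vesicle control wells show 10% double positive cells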
# MT stabilize HCS Hoechst-high % = further read-out of MT stabilize HCS, marked with its call; % Hoechst-high responders; measured here: nuclear condensation Hoechst responders;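 share of cells brighter than vehicle mean plus two SD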
# MT stabilize HCS cytotoxicity % = also measured in MT stabilize HCS; calls as there; toxicity, %; measured here: cytotoxicity by cell density;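 0% = mean cell density of plate MIN control wells and 100% = no cells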
# Autophagy mod cell loss 18 h = recorded beside Autophagy mod, whose call it bears; toxicity, %; measured here: cell loss, nuclei count;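 cell loss after 18 h compound exposure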
# * hit, by the source's call; i = inactive; x = not tested or not shown.
SMILES,Autophagy mod,Autophagy mod cell loss 18 h,Salmonella PhoP GFP,Hep lipid drop,Hep lipid drop cells 6.5 µM,CSM14.1 death rescue,Insulin prom up,Insulin prom up cell count,Dynein transport,Dynein transport cytoplasmic EGFP,Dynein transport nuclear GR-EGFP,Dynein transport cell count,T cell HTS,T cell HTS vesicle-bound %,bCat nuc transl,bCat nuc transl cell count 5 µM,MT stabilize HCS,MT stabilize HCS Hoechst-high %,MT stabilize HCS cytotoxicity %
O=C(CSc1nnc(-c2ccncc2)o1)NC1C2CC3CC(C2)CC1C3 (stereo unspecified),i,-8,-2%,28,695,-0.8%,0.72,1224,1.1,0.084,0.39,-1.2,i,52,2.6,546,3.6,3.3,5.5
CN(C)/N=C/c1cc(Cl)cc([N+](=O)[O-])c1O,i,-12,-2%,9,578,-0.7%,x,x,-1,-0.25,-0.65,0.27,i,54,-1.4,1000,1.3,4.0,6.0
COc1ccc(/C=C(\C#N)C(=O)OC2CCOC2=O)cc1 (stereo unspecified),i,-2,-2%,-1,696,-1.1%,-0.7,1121,-0.74,-0.27,-0.024,-0.27,i,37,1.4,883,2.4,0.9,5.1
CCOc1ccc2[nH]c(=O)c(CN(CCCO)C(C)=O)cc2c1,i,-7,8%,x,x,-1.7%,0.28,1129,1.6,-0.14,1.4,-1.1,i,25,-6.6,1033,2.2,2.3,9.4
O=C(Nc1ccc2nc(-c3cccs3)[nH]c2c1)c1cccs1,i,-3,2%,37,751,-3.6%,0.22,1160,-0.87,-0.21,-0.39,0.34,i,36,0.1,1217,5.6,1.8,0.1
CC(=O)OC(C(=O)N1CCOCC1)c1c(F)cccc1F (stereo unspecified),i,-32,3%,-15,710,-0.5%,0.23,1378,0.82,-0.27,0.39,-0.08,i,68,-1.5,1112,1.6,1.1,2.0
CC/C(=N\NC(=O)c1ccncc1)C12CC3CC(CC(C3)C1)C2,i,-5,5%,15,772,0.7%,x,x,2.7,-0.26,1.8,-1.5,i,25,-4.7,1232,1.8,1.6,7.5
Cn1cc(S(=O)(=O)N2CCC(Cc3ccccc3)CC2)c(=O)n(C)c1=O,i,5,-8%,x,x,3.2%,-0.7,889,-0.29,-0.19,-0.14,-0.08,i,18,x,x,2.4,3.3,7.8
CCCCOc1ccc(C(=O)NCCc2cccs2)cc1,i,-42,-8%,-1,681,-0.4%,2.1,1155,0.49,-0.27,0.35,-0.85,i,22,-0.7,1077,2.6,2.8,4.6
CCOc1cc(-c2ccc3c(c2)OCO3)cc(=O)c2c(C)oc(C)c12,x,x,x,6,705,-0.4%,-0.52,763,x,x,x,x,x,x,-2.5,1065,x,x,x
Cc1ccc(CNC(=O)CCCN2C(=S)NC(C)(C)CC2C)cc1 (stereo unspecified),i,13,-6%,16,677,0.0%,-0.83,1358,1.3,-0.34,0.86,-0.8,i,1,-1.0,1061,2.4,3.6,11
O=C(O)CCCn1cc(NC(=O)COc2ccccc2[N+](=O)[O-])cn1,i,-22,7%,0,709,-1.7%,0.18,1281,-0.31,-0.32,-0.058,0.56,i,43,1.1,1078,2.2,2.3,5.6
COC(=O)C1=C(CSc2nncn2C)NC(=O)NC1c1ccc(F)cc1 (stereo unspecified),i,0,1%,x,x,-1.0%,0.12,1486,-1.3,-0.29,-0.41,0.68,i,37,-1.8,1363,2.6,1.7,7.5
Cc1cccc(NC(=O)c2ccc(N3CCCCC3)c([N+](=O)[O-])c2)n1,i,12,-3%,x,x,-2.0%,-0.32,1247,-1.1,-0.17,0.14,1.2,i,51,1.5,1394,3.1,2.7,5.5
CCOC(=O)C1(Cc2ccccc2)CCN(Cc2cc(=O)c3ccccc3[nH]2)CC1,i,-14,-1%,-10,666,-0.5%,x,x,-0.31,-0.19,-0.25,-0.5,i,30,0.7,1475,2.8,1.4,8.3
COc1ccc(/C=C(/C#N)C(=O)Nc2cccc([N+](=O)[O-])c2)cc1C(=O)O,i,-6,3%,4,664,1.2%,-1.1,1259,-0.097,-0.42,-0.63,2.5,i,54,-1.4,1115,3.8,1.7,12
COc1ccc(NC(=O)C(c2ccccc2)N2CCN(c3ccccn3)CC2)cc1Cl (stereo unspecified),i,13,-2%,4,698,x,-0.54,1287,0.54,-0.11,0.52,-1.6,i,59,-3.5,1145,2.3,2.4,14
O=C(Nc1nc2c(s1)CCCC2)c1cc2n(n1)C(C(F)(F)F)CC(C1CC1)N2 (stereo unspecified),i,-17,-21%,x,x,-2.9%,-0.63,1132,-0.27,-0.24,-0.02,0.38,i,15,0.2,1106,1.2,1.6,17
Fc1ccc(N2Cc3ccsc3C=N2)cc1,i,5,-4%,x,x,-0.4%,0.16,1242,1.9,-0.2,1.2,-0.89,i,54,4.8,1007,2.7,2.5,8.5
Nc1nc(SCC(=O)Nc2cccc(S(=O)(=O)N3CCCCCC3)c2)n[nH]1,i,13,5%,-12,614,-1.2%,1.1,1446,-0.56,-0.21,-0.29,0.5,i,66,0.3,959,3.9,0.8,5.7
CCOC(=O)C(NC(=O)c1ccccc1)=C1C=C(C)OC(C)=C1,i,8,-12%,x,x,3.6%,0.12,1193,-0.8,-0.3,-0.47,0.83,i,40,-3.3,1000,2.6,2.8,5.6
O=C(COC(=O)c1ccc2ccccc2n1)c1ccc(F)cc1,i,5,-7%,-1,683,0.0%,0.19,1680,-0.22,-0.042,0.071,-0.15,i,37,-3.8,1096,1.4,1.4,8.1
Cc1ccc(N2CCN(C(=S)Nc3ccccc3)CC2)cc1,i,1,-7%,-18,743,-0.4%,-0.53,1092,0.79,-0.2,0.44,-0.66,i,34,-0.7,1133,2.8,2.3,3.8
O=C1c2cccc3cccc(c23)C(=O)N1Cc1ccccc1,i,-1,4%,0,681,0.7%,0.2,1423,2.3,-0.29,0.77,-0.57,i,55,-0.5,940,0.9,0.8,2.9
Cc1ccccc1OCC(=O)NCCN(C)C,i,-11,-4%,x,x,2.4%,0.33,1196,-0.65,-0.21,-0.16,0.68,i,45,-4.4,865,1.4,2.3,12
CCOC(=O)c1ccc(NC(=S)NCCCN2CCOCC2)cc1,i,2,-1%,13,729,-1.2%,0.73,1505,-0.12,-0.29,-0.12,0.048,i,17,-1.7,1064,2.3,2.0,8.5
O=C(Nc1ccc(SC(F)F)cc1)c1cccc2nc3ccccc3nc12,i,11,-6%,x,x,-1.1%,-0.55,1388,-1.1,-0.2,-0.4,0.84,i,63,-2.6,1526,4.1,1.2,1.5
C=C(c1ccc(O)cc1)c1ccc(O)cc1,i,4,20%,-7,724,-4.0%,0.67,1871,0.32,-0.27,-0.54,0.19,i,44,0.9,1046,4.1,1.5,3.0
Cc1ccccc1N/N=C/c1sc(=O)n(Cc2cccc(C(=O)O)c2)c1Cl,x,x,-6%,30,673,x,-0.27,1100,2.4,0.18,2.4,-3,i,55,0.4,1316,x,x,x
Cc1cccc(C)c1OCCOC(=O)c1n[nH]c2ccccc12,i,12,8%,-2,710,0.9%,0.02,1103,-0.4,-0.19,-0.49,0.7,i,31,-2.6,1029,1.7,1.2,1.3
CCOc1ccccc1N1CN(C2CCCCC2)CNC1=S,x,x,-7%,-2,714,x,x,x,-0.4,-0.22,-0.36,0.7,i,27,-0.5,1165,x,x,x
O=C(COC(=O)Cc1n[nH]c(=O)c2ccccc12)Nc1ccc(Cl)cc1F,i,8,-7%,10,672,1.2%,0.19,1293,-0.89,-0.29,0.047,0.91,i,30,0.6,1089,3.7,3.8,6.9
Cc1cc(C)n(C(=O)/C(C#N)=C/N(C)C)n1,i,-1,4%,-1,697,-0.3%,-0.65,1284,0.86,-0.079,0.48,-0.65,i,47,1.8,1109,3.2,2.5,5.1
Cn1c(=O)c2cn(-c3cccc4ccccc34)cc2n(C)c1=O,x,x,-2%,2,742,1.4%,0.53,786,x,x,x,x,i,35,-4.2,1156,x,x,x
COc1ccc(/C=N\NC(=O)COc2ccc(Cl)cc2Cl)c(C(=O)O)c1OC,i,6,-6%,16,691,1.0%,0.02,1440,0.93,-0.25,0.82,-0.52,i,8,-3.3,1162,5.2,2.2,1.8
